# Giardia killer – Small Molecules that selectively kill Giardia lamblia: qHTS; activity change, % at 7.66 µM, hits read low; 340,000 tested, 0.15% active; Giardia lamblia trophozoite viability; in the data active = activity change below about -80%; inconclusive = between about -30% and that limit;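 also: parasites exposed to compound for two days anaerobically before the ATP read; % is scaled to controls: 0 for no effect and ±100 for the full control effect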
#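 Giardia trophozoites, 100 cells per well, were exposed to compounds for 48 hrs at 37 deg C under anaerobic conditions; viability was then read as ATP content by bioluminescence after 15-30 min at room temperature.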
# PKM2 act – qHTS Assay for Activators of Human Muscle isoform 2 Pyruvate Kinase; Pyruvate kinase PKM (Homo sapiens), P14618; purified PKM2, Kinase-Glo ATP luminescence, activation; response scale: 0% is enzyme alone, no compound; Potency, µM (doses to about 57.5 µM), for inactives: at the top dose activation, most hits filed as activators; 260,000 tested, 0.34% active; AID 1631, 2009; also: potency is read from the fitted curve at half-maximal effect; % is scaled to controls: 0 for no effect and ±100 for the full control effect; nearly all actives have a fitted effect of over 55% in size
#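 Purified hPK-M2 (>95%) run at intermediate activity with 0.1 mM ADP and 0.5 mM PEP in 50 mM imidazole pH 7.2, KCl, MgCl2; 1 h room temperature. ATP formed read by Kinase-Glo luminescence; normalized to uninhibited and no-enzyme controls.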
# Menin MLL FP TR – qHTS Assay for Inhibitors Targeting the Menin-MLL Interaction in MLL Related Leukemias: Competition With Texas Red Labeled MLL-derived Mutant Peptide; Potency, µM (top dose mostly 61.6 µM), for the others: at the top dose FP activity change, negative = inhibition, most hits filed as inhibitors; Menin + Texas Red MLL mutant peptide, fluorescence polarization; AID 1768, 2009; O00255; 270,000 tested, 0.23% active; active = well fitted inhibition curve with a large enough effect in the polarisation, with a control signal flat, not every such curve was filed as active; inconclusive = small, poorly fitted or top-dose-only effect, or effect the other way, or a change in a side signal; inactive = no such curve, though single readings can be large or run the other way; the % refers to the polarisation; also: potency is read from the fitted curve at half-maximal effect; % of control where 0% means no effect; many of its hits are not listed in these tables
# KCNH2 3.1 inh – qHTS for Inhibitors of KCHN2 3.1: Mutant qHTS | 340,000 tested, 0.95% active | activity change, % (tested at about 1.8 µM) | Potassium voltage-gated channel subfamily H member 2, brain isoform KCNH2 3.1 (human) | U2OS KCNH2 3.1, thallium flux FluxOr; hits give low values;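 active = maximum activity change below -70%; inconclusive = maximum activity change from -70% to -50%; inactive = maximum activity change above -50%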;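 also: thallium influx rate constant from kinetic fluorescence after stimulation buffer; % is scaled to controls: 0 for no effect and ±100 for the full control effect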
#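 Virally transduced U2OS (3.1 isoform, 4 h infection in dark at RT) → overnight 37 C → FluxOr + Red40 in HBSS/HEPES, 45 min → stimulation buffer, 2 min kinetic read → rate constant vs DMSO controls.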
# FBPA coupling cs – qHTS Assay for Inhibitors of Fructose-1,6-bisphosphate Aldolase from Giardia Lamblia: Coupling assay counterscreen. coupling enzyme system counterscreen, AmpLite Red fluorescence. activity change, negative = inhibition, % at 58.2 µM, hits read low. 290,000 tested, 0.67% active. AID 2472, 2010; in the data active = activity change below about -30%; also: % is scaled to controls: 0 for no effect and ±100 for the full control effect
#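 Counterscreen lacking aldolase: glyceraldehyde-3-phosphate coupling-enzyme reagent preincubated 10 min at RT with compound (at 57.5 uM final), then substrate/coupling system with AmpLite Red added; fluorescence read at 525/598 nm after 20 min RT.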
# B2AR arrestin – qHTS assay of beta-arrestin-biased ligands of beta2-adrenergic receptor; 330,000 tested, 0.02% active; AID 492947, 2010; beta-arrestin recruitment to beta2AR, cell-based reporter; Beta-2 adrenergic receptor (Homo sapiens), P07550; Potency, µM (highest dose often 46.1 µM), for inactives: at the highest dose activation, most hits filed as activators;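 also: potency is read from the fitted curve at half-maximal effect; 0% = DMSO controls and full agonism = EC100 isoproterenol or metaproterenol; nearly all actives have a fitted effect of over 65% in size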
# GALK inhibitor – qHTS Assay for Inhibitors of Human Galactokinase (GALK). P51570. Purified GALK, Kinase-Glo residual ATP luminescence. Potency, µM (series often up to 57.5 µM), inactives show at the top dose activity change, negative = inhibition, actives largely listed as inhibitors. 270,000 tested, 0.007% active. AID 1868, 2009; also: potency is read from the fitted curve at half-maximal effect; % is scaled to controls: 0 for no effect and ±100 for the full control effect
#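 Galactose (100 uM) and ATP (35 uM) were turned over by 5 nM GALK for 1 h at RT. Kinase-Glo Plus then converted the remaining ATP into a luminescent signal.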
# TRPV1 agonist – HTS Assay for Compounds that Act as Agonists of the Vanilloid Receptor 1; activation, % at 8.33 µM; AID 540275, 2011; 320,000 tested, 0.19% active; Transient receptor potential cation channel subfamily V member 1 (Homo sapiens), Q8NER1; TRPV1-expressing cells, Fluo-8 calcium influx, agonist mode; in the data active = activation above about 80%; inconclusive = between about 30% and that limit; also: 0% is about no effect
#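 Fluo-8 calcium influx in TRPV1-expressing cells, kinetic read (ex 480/em 520 nm). Compound added and read 3 min for agonist activity, followed by capsaicin at EC20 final and 2 min further read for enhancement.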
# KCNH2 WT inh – qHTS for Inhibitors of KCHN2 3.1: Wildtype qHTS | Voltage-gated inwardly rectifying potassium channel KCNH2 (Homo sapiens), Q12809 | U2OS, BacMam KCNH2, thallium flux FluxOr; hits give low values | activity change, % at 1.84 µM | 340,000 tested, 0.37% active;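 active = maximum activity change below -70%; inconclusive = maximum activity change between -70% and -50%; inactive = maximum activity change above -50%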; also: % is scaled to controls: 0 for no effect and ±100 for the full control effect
#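 U2OS cells transduced with wild-type KCNH2 virus are loaded with FluxOr dye for 45 min, and thallium flux is measured in kinetic reads before and after stimulation buffer. Rate constants are normalized to DMSO controls.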
# USP2a inh – qHTS Assay for Inhibitors of Ubiquitin-specific Protease USP2a Using CHOP2 as the Reporter; AID 463254, 2010; Ubiquitin carboxyl-terminal hydrolase 2 (Homo sapiens), O75604; USP2 core, Ub-CHOP2 coupled fluorogenic reporter, 485/531; Potency, µM (doses to about 38.3 µM), for inactives: top-dose activity change, negative = inhibition, actives largely listed as inhibitors; 330,000 tested, 0.01% active;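 also: potency is read from the fitted curve at half-maximal effect; plate controls were DMSO wells for no effect and full inhibition by NEM control for full effect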
#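 Cell-free coupled assay: 10nM USP2 core preincubated 30min RT with compound in Tris-HCl pH 8.0/CaCl2/CHAPS buffer, then 25nM Ub-CHOP2 and 25nM reporter substrate; fluorescence (Ex 485/Em 531) read after 60min RT, normalized to NEM inhibition, concentration-response curves fitted.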
# CXXC DNA block – qHTS Fluorescence Polarization Assay for Inhibitors of MLL CXXC domain - DNA interaction | Histone-lysine N-methyltransferase 2A (Homo sapiens), Q03164 | MLL-CXXC / FITC-HOXA9 DNA fluorescence polarization | Potency, µM (titrated, usually from 115 µM), for inactives: at the top dose activity change, negative = inhibition, actives largely listed as inhibitors | 290,000 tested, 0.037% active | AID 2662, 2010; active = well fitted inhibition curve with a large enough effect in the polarisation, with a control signal flat, not every such curve was filed as active; inconclusive = small, poorly fitted or top-dose-only effect, or effect the other way, or a change in a side signal; inactive = no such curve, though single readings can be large or run the other way; the % refers to the polarisation; also: potency is read from the fitted curve at half-maximal effect
#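 Steps: dispense CXXC domain solution (7 uM) → pin compounds or unlabeled HOX-A9 DNA control → 5 min ambient → add FLSN-HOX-A9 solution (50 nM) → spin → 30 min ambient → fluorescence polarization. Tris pH 7.5/NaCl/DTT/BSA buffer.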
# Starred values were filed as active, the others as inactive; i = inactive; ? = inconclusive; . = no result given; & = joins results of further samples; [ ] = remark or other dose. Unless noted, calls follow the shape of the dose curve; as a rule, active = well fitted curve in the direction sought with a large enough effect; inconclusive = small, poorly fitted or top-dose-only effect, or another doubt; inactive = no such curve, though single readings can be large; an effect the other way counts as inactive or inconclusive. An excerpt; rates above refer to the full screens.
SMILES,Giardia killer,PKM2 act,Menin MLL FP TR,KCNH2 3.1 inh,FBPA coupling cs,B2AR arrestin,GALK inhibitor,TRPV1 agonist,KCNH2 WT inh,USP2a inh,CXXC DNA block
COc1cc2c(cc1OC)CN(C(=O)/C=C/c1cc(OC)c(OC)c(OC)c1)CC2,13,.,10µM*,-1,-3,-0.4%,3%,5,-1,-4%,?
Cc1ccc(C(=O)NNC(=O)C2CCN(S(=O)(=O)c3ccc(C)cc3)CC2)cc1,-2,0%,.,0,1,-0.2%,0%,0,-3,3%,-1%
COc1ccc(-n2ncc3c(=O)n(CC(=O)NC(C)C)cnc32)cc1,6,0%[11.5 µM],9%,-16,0,-1.1%,1%,1,11,1%,-15%
Cc1ccccc1NC(=O)COC(=O)c1c(-c2ccccc2)noc1C,-21,.,.,-4,.,3.6%,.,23,-5,-1%,.
CSc1ccc(CN(C)CC(=O)NC(=O)NC(C)(C)C)cc1,8,-1%,-23%,17,1,0.2%,8%,7,8,0%,-5%
Cc1nc(-c2coc3cc(O)c(C)cc3c2=O)cs1,?,-12%,.,0,-3,0.0%,2%,5,14,-5%,0%
Nc1nonc1-n1nnc(C(=O)N/N=C/c2ccccc2)c1CSc1ccccc1,0,-11%,.,-9,-1,-0.7%,.,-6,6,1%,-14%
Nc1nncn1C(=O)CCCN1C(=O)c2ccccc2C1=O,-6,12%,-13%,-2,-1,-0.3%,-5%,-1,-4,-2%,29%
O=C(Nc1cc(-c2ccccc2)[nH]n1)c1ccccc1,7,-8%,.,11,-3,-0.7%,0%,23,7,0%,-11%
COCC(=O)N1CCC(Oc2ccc(C(=O)NCc3cnc(C)cn3)cc2)CC1,4,-7%,18%,-49,5,0.3%,0%,-7,-14,5%,-4%
Cc1noc(C)c1S(=O)(=O)Nc1ccc2c(c1)C(=O)N([C@H](C)CO)C[C@H](C)[C@@H](CN(C)Cc1ccc(C(=O)O)cc1)O2,-2,.,.,-1,.,0.0%,.,.,-2,2%,.
COc1cc(/C=c2\sc3n(c2=O)CCCN=3)ccc1O,17,-5%,4%,4,1,0.1%,2%,2,-6,1%,-12%
CC(c1ccccc1)N1CC(C(=O)N2CCN(Cc3ccc(C#N)cc3)CC2)CC1=O (stereo not given),35[activator],.,.,-2,.,-0.3%,.,1,5,3%,.
CC1CC(C)CN(C(=O)Cc2c(C(=O)O)[nH]c3ccc(Cl)cc23)C1 (stereo not given),-1,-1%,14%,13,0,-0.4%,-3%,2,5,4%,-2%
CCCOc1ccc(C(F)(F)F)cc1NC(=O)C1CC(=O)N(Cc2ccco2)C1 (stereo not given),-11,.,.,-5,.,-0.7%,.,15,-13,0%,.
Cc1cccc(C)c1NC(=O)CNC(=O)c1c(-c2ccccc2)noc1C,11,.,.,1,.,-0.6%,.,-1,-3,4%,.
Cc1ccc(C(C)C)c(OCC(=O)NNC(=O)C2CSC3(C)CCC(=O)N23)c1 (stereo not given),-3,.,.,-12,.,-0.4%,.,1,-19,3%,.
O=C(O)C1=CCCNC1,-9,.,2%,19,-1&-2,.,.,.,7,.,-12%
N/C(=N\OC(=O)CC1CCCCC1)c1cccc(Br)c1,18,-6%,.,-15,.,0.4%,8%,26,-5,-4%,0%
COCC1CCN(Cc2cn[nH]c2-c2cc(OC)c(OC)c(OC)c2)CC1,1,6%,-10%,-1,3,0.1%,0%,4,31,2%,0%
Cc1nc(N2CCOCC2)[nH]c(=O)c1[N+](=O)[O-],6,2%,.,11,3,-0.3%,-3%,1,-6,0%,-3%
O=S(=O)(Nc1ccn(-c2ccccc2)n1)c1ccc(Br)cc1,-15,-3%,?,1,1,-0.1%,0%,2,8,1%,4%
CCCCN(C)S(=O)(=O)c1cc2c3c(c1)CCC(=O)N3CCC2,38[activator],.,-1%,-7,0,0.1%,1%,-1,-5,2%,-6%
COc1ccc(-n2nc(C(=O)NCC(=O)N3CCN(c4ccccn4)CC3)c3ccccc3c2=O)cc1Cl,4,1%,-3%,-8,0,0.1%,7%,-1,2,4%,-1%
COc1ccccc1C(=O)OCC(=O)Nc1ccc(Cl)cn1,-3,-5%,-12%,4,0,-0.2%,4%,2,1,0%,0%
Cn1nnc(NC(=S)NC(=O)c2ccccc2)n1,6,-3%,.,3,-5,-0.8%,-3%,-2,2,2%,-3%
COc1ccc(CCNC(=O)COC(=O)Cn2cnc3c2c(=O)n(C)c(=O)n3C)cc1,7,.,.,8,.,0.1%,.,-2,-3,2%,.
O=C1C(Cc2ccccc2)C(c2ccccc2)N1c1ccccc1 (stereo not given),3,2%,0%,?,-2,-0.5%,-1%,12,-2,-1%,5%
Cc1ccc(S(=O)(=O)NC(C(=O)Oc2ccc3c(C(F)(F)F)cc(=O)oc3c2)c2ccccc2)cc1 (stereo not given),9,4%,2%,-3,11,-0.2%,-3%,23,-12,27%,20%
COc1ccc(NC(=O)c2ncn[nH]2)cc1,-8,-8%,5%,-1,1,0.0%,2%,-2,4,0%,-3%
CC1CCCCN1C(=O)COc1ccc(S(=O)(=O)N2CCCC2)cc1[N+](=O)[O-] (stereo not given),-1,.,.,24,.,-0.2%,.,-1,-5,0%,.
COc1ccc(S(=O)(=O)Nc2c(NC3CCCCC3)c3ccccc3oc2=O)cc1Cl,-13,.,.,-39,.,-0.1%,-6%,4,6,-1%,2%
O=C(Nc1ccccc1NC(=O)c1csnn1)c1csnn1,-3,21%,-2%,23,3,-1.1%,3%,8,-4,-5%,-2%
COc1ccc(S(=O)(=O)N(C(=O)C(C)C)c2ccc3oc(=O)sc3c2)cc1,12,?,?,-7,7,-0.1%,-2%,3,18,-6%,-7%
CCOC(=O)N1CCN(C(=O)CNS(=O)(=O)c2c(C)cc(C)cc2C)CC1,5,0%,-7%,17,1,0.1%,0%,-1,6,-1%,3%
CCC(C)NC(=O)/C=C/c1cccs1 (stereo not given),-19,-2%,-16%,0,-2,-0.3%,-3%,3,2,-1%,-4%
COc1ccc(C(=O)NC2CCN(C(=S)Nc3ccccc3C)CC2)cc1,6,0%,5%,0,1,-0.1%,0%,0,i,1%,3%
CN(C)S(=O)(=O)c1cc(C(=O)NCc2ccccc2)c(Cl)cc1Cl,-17,2%,-13%,1,3,-0.3%,1%,1,.,3%,3%
CCOC(=O)CC(c1ccc([N+](=O)[O-])cc1)n1c(C)ccc1C (stereo not given),9,0%,-17%,-25,2,-0.8%,1%,5,-10,-1%,18%
O=C(O)c1ccc(Cn2cnc3scc(-c4ccccc4)c3c2=O)cc1,3,1%,3%,9,22,-0.4%,-1%,-1,3,1%,-6%
CSc1nc2sc3c(c2c(=O)[nH]1)CCC(C)C3 (stereo not given),-2,-1%,4%,-2,4,0.4%,4%,3,4,2%,-2%
COc1ccc(C2C(C(=O)Nc3cccc(C)n3)c3ccccc3C(=O)N2C)cc1OC (stereo not given),-5,1%,-4%,-8,3,0.1%,3%,-3,7,0%,-14%
Cc1ccc(C(=O)NCC(=O)OCC(=O)NCCNC(=O)COC(=O)CNC(=O)c2ccc(C)cc2)cc1,5,.,.,0,.,0.0%,.,2,-6,-2%,.
CCC(C)(NC(=O)c1ccccn1)C(=O)NC1CCCC1 (stereo not given),4,-1%,2%,-9,3,-0.1%,-1%,-8,-3,2%,9%
Cc1noc(C)c1CSCC(=O)Nc1nc2ccc(F)cc2s1,-10,.,.,10,.,0.2%,.,7,-4,1%,.
COc1ccc2c(/C=N/NS(=O)(=O)c3ccc(C)cc3)c[nH]c2c1,4,-5%,.,5,4,-1.5%,4%,-2,3,-5%,-7%
O=C(CN1CCOCC1)NCCc1ccccc1,15,0%,3%,1,0,-0.2%,6%,3,3,0%,1%

# Bioassay records deposited in PubChem BioAssay by National Center for Advancing Translational Sciences (NCATS).
